Compound activity (PubChem)
TSHR antag = human thyrotropin receptor antagonism; activity change, negative = inhibition, % at 11.5 µM; P16473; TSHR-expressing cells, TSH-stimulated cAMP HTRF, 2 h; active compounds read low; AID 504810; 0.2% of 330,000 active;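 active = activity change below a set negative limit, meaning inhibition stronger than a set level, cut at about -70% in these data; inconclusive = activity change between two set negative limits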; also: % is scaled to controls: 0 for no effect and ±100 for the full control effect
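TSHR-expressing cells, 200/well, pre-treated with compound, then stimulated with EC80 TSH (4nM final) for 2 hours at 37 deg C. cAMP measured by competitive HTRF: anti-cAMP cryptate antibody in lysis buffer plus cAMP-d2, read after 30 minutes at room temperature.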
Eya2 phos inh = inhibitors of human Eya2 phosphatase activity | recombinant Eya2, OMFP fluorescence dephosphorylation (OMFP is methylfluorescein phosphate) | Potency, µM (highest dose often 76.9 µM), for inactives: at the top dose activity, negative = inhibition, actives largely listed as inhibitors | 0.006% of 330,000 active | AID 488837; also: potency is read from the fitted curve at half-maximal effect; % is scaled to controls: 0 for no effect and ±100 for the full control effect
Target sequence (O00167 whole entry, looked up): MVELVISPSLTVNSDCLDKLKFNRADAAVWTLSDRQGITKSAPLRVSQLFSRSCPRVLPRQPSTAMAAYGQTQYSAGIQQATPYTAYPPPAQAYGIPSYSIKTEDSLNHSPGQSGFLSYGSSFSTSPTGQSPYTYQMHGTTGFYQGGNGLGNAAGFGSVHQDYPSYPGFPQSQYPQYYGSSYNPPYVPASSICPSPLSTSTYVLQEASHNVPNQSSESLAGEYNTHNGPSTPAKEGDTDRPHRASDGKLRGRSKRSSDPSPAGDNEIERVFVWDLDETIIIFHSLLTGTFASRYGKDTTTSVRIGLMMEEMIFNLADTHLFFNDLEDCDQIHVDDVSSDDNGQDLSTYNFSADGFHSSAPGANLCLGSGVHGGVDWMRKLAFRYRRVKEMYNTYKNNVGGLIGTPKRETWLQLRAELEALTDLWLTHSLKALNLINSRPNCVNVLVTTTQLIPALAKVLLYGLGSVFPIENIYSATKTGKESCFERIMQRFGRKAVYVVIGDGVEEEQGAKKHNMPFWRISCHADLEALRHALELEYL
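Eya2 protein (added as 0.2 uM solution) was preincubated with compound for 10 min at ambient temperature in 50 mM HEPES pH 7.5, 50 mM NaCl, 5 uM MgCl2, 0.05% BSA, 1 mM DTT. OMFP (added at 50 uM) then reacted 10 min; fluorescence read at 485/525 nm.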
A-T KAP1 phos = potential ataxia-telangiectasia treatments restoring KAP-1 phosphorylation | […] A-T fibroblasts, KAP-1 phosphorylation AlphaLISA; neocarzinostatin DNA damage 30 min before lysis | Potency, µM (titrated, usually from 57.5 µM), inactives show at the highest dose activation, hits mostly activators | 0.19% of 320,000 active | AID 485349; also: potency is read from the fitted curve at half-maximal effect; % of control where 0% means no effect; nearly all actives have a fitted effect of over 45% in size
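ATM-like activity read as KAP-1 phosphorylation via AlphaLISA donor/acceptor antibody pairs after lysis and 6 hr at 25C. Cells were ATM-null patient fibroblasts ([…], hTERT), dosed 60 min, then exposed to the DSB inducer NCS for 30 min.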
ASM inhibitor = blocks human secretory acid sphingomyelinase | P17405 | placental ASM, HMU-PC fluorogenic substrate, 60 min | Potency, µM (highest dose often 57.5 µM), for the others: at the highest dose activity change, negative = inhibition, hits mostly inhibitors | 0.006% of 340,000 active | AID 504937; also: potency is read from the fitted curve at half-maximal effect
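Fluorescence read-out (Ex 386 nm, Em 447 nm) after stopping the reaction at pH 10. Enzyme: ASM from human placenta; substrate HMU-PC0, 9 uM final; 60 min, 37 °C. Compound preincubation 10 min, ambient temperature.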
ELG1 DNA repair = blocks ELG1-dependent DNA repair in HEK293T cells | HEK293T ELG1-luciferase reporter, luminescence, 16 h; DNA damage induced by 5-fluorouridine | Potency, µM (series often up to 46.1 µM), inactives show at the highest dose activity change, negative = inhibition, hits mostly inhibitors | 2.3% of 330,000 active; also: potency is read from the fitted curve at half-maximal effect; % is scaled to controls: 0 for no effect and ±100 for the full control effect; nearly all actives have a fitted effect of over 55% in size
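Quantitative HTS, concentration-response format. 2,000 cells/well co-treated with 5-fluorouridine and compound, 16 hr in 5% CO2 at 37 °C; ONE-Glo luminescence read after 30 min.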
Chronic BCR inh = chronic active BCR signaling inhibition. Potency, µM (highest dose often 46.1 µM), inactives show top-dose ratio change, negative = lower green/red ratio, usual class: inhibitors. ABC-DLBCL IkBa-CBG/CBR reporter, luminescence ratio, 4 h. AID 493014. 0.05% of 340,000 active; active = well fitted inhibition curve with a large enough effect in the signal ratio, with a control signal flat, not every such curve was filed as active; inconclusive = small, poorly fitted or top-dose-only effect, or effect the other way, or a change in a side signal; the % refers to the signal ratio;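 also: potency is read from the fitted curve at half-maximal effect; plate controls were basal doxycycline-induced cells for no effect and cells given 10 µM MG132 for full effect; MG132 reads +100%, hits lower the ratio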
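Concentration-response series (up to 46 uM) were applied to TMD8 dual-reporter cells for 4 h at 37C with doxycycline. Green/red ratio, after filter-overlap correction, defined %Activity; red signal alone was normalised to basal cells and zero luminescence.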
TCR activator = activators of T cell receptors; AID 504894; primary human leukocytes, anti-CD3, IL-2 HTRF, 48 h; Potency, µM (titrated, usually from 9.22 µM), without a hit: at the highest dose activation of IL-2 secretion, most hits filed as activators; 330,000 tested, under 10 active; also: % of control where 0% means no effect
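TCR engagement came from a-CD3 beads alone, with compounds added to primary human leukocytes for 48 hr. Secreted IL-2 bridged europium cryptate- and d2-labelled anti-IL-2 antibodies, giving FRET emission at 665nm after 320nm excitation.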
Integrin act MD = activators of alpha7 integrin expression for muscular dystrophy; alpha7betagal myoblasts, beta-gal FDG fluorescence, 48 h; Potency, µM (highest dose often 38.3 µM), without a hit: at the top dose activation, actives largely listed as activators; 0.064% of 350,000 active;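 also: potency is read from the fitted curve at half-maximal effect; 100% = response of the positive control SU9516; nearly all actives have a fitted effect of over 60% in size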
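alpha7betagal+/- myoblasts (passage 13, 250/well) treated 48 h at 37C with compounds at 1:260 dilution of DMSO stock. Lysed, then beta-galactosidase activity read as FDG fluorescence (ex 480/em 540) after 30 min, with pre-read for autofluorescence.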
Mito fusion yeast = inhibitors of mitochondrial division or activators of mitochondrial fusion; S. cerevisiae fusion-defective mutant growth rescue, CellTiterGlo 48 h; Potency, µM (titrated, usually from 46.1 µM), for inactives: at the top dose growth rescue (activation), usual class: activators; 0.23% of 320,000 active; AID 485298;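 also: potency is read from the fitted curve at half-maximal effect; % of control where 0% means no effect; nearly all actives have a fitted effect of over 45% in size; temperature-sensitive fusion mutants such as fzo1-1 at 37 °C on non-fermentable ethanol glycerol medium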
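Luminescent cell viability in 1536-well qHTS format served as the measure of rescued growth in ts fusion-mutant S. cerevisiae cultured on non-fermentable YPEG for 48 hours at 37C.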
TSG101-PTAP inh = blocks PTAP/TSG101 interaction to inhibit HIV-1 budding. 340,000 tested, under 10 active. Fluorescence polarization, FITC-PTAP peptide / Tsg101 binding. Q99816. Potency, µM (series often up to 115 µM), without a hit: at the highest dose activity change, negative = inhibition, actives largely listed as inhibitors; active = well fitted inhibition curve with a large enough effect in the main read-out, with a control signal flat, not every such curve was filed as active; inconclusive = small, poorly fitted or top-dose-only effect, or effect the other way, or a change in a side signal; inactive = no such curve, though single readings can be large or run the other way; also: potency is read from the fitted curve at half-maximal effect; % of control where 0% means no effect
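Tsg101 binding domain (10 uM final) was mixed with compound and a FITC-labeled PTAP peptide (50 nM final) in HEPES pH 7.5 buffer with NaCl, Tween 20, EDTA and TCEP; fluorescence polarization was read after 20 min at r.t.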
Tb PFK block = T. brucei PFK enzyme inhibition | T. brucei PFK, ADP-Glo luminescence | Potency, µM (doses to about 57.5 µM), inactives show at the highest dose activity, negative = inhibition, most hits filed as inhibitors | O15648 | 0.17% of 330,000 active;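 also: potency is read from the fitted curve at half-maximal effect; 0% = uninhibited 1x PFK enzyme wells and -100% = no-enzyme wells; nearly all actives have a fitted effect of over 60% in size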
Target sequence (O15648 whole entry, looked up): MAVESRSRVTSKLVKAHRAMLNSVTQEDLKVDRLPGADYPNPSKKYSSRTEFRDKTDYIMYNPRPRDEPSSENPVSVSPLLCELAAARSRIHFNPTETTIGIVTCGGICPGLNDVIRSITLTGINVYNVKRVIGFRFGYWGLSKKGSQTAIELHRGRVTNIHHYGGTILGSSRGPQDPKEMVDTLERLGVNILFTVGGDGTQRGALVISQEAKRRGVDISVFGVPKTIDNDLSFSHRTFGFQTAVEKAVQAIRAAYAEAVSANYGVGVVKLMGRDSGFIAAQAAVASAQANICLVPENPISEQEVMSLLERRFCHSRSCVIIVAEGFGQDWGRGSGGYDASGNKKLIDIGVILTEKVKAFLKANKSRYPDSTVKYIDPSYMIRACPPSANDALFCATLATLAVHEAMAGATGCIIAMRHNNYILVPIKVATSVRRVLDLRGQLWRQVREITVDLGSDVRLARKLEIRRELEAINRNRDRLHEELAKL
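Compounds were pin-transferred as a titration series up to 57 uM into substrate buffer (0.5 mM F6P, 0.1 mM ATP, pH 8.0), then 1.25 nM PFK was added and reactions ran 45 min before ADP-Glo detection.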
* hit, by the source's call; ? = inconclusive; / = not tested or not shown; [ ] = remark or other dose. Unless noted, calls follow the shape of the dose curve; as a rule, active = well fitted curve in the direction sought with a large enough effect; inconclusive = small, poorly fitted or top-dose-only effect, or another doubt; inactive = no such curve, though single readings can be large; an effect the other way counts as inactive or inconclusive. Random draw from the library. About 3.2% of those tested had a hit in this group.

SMILES | TSHR antag | Eya2 phos inh | A-T KAP1 phos | ASM inhibitor | ELG1 DNA repair | Chronic BCR inh | TCR activator | Integrin act MD | Mito fusion yeast | TSG101-PTAP inh | Tb PFK block
CCCCCCCC[n+]1cccc2c3ccccc3ccc21 | ? | -18% | -4% | 305%[activator] | ? | ? | 1% | -5% | -5% | -2% | -1%
CCn1c(O)c(N=NC(=O)Cn2ccc(C(F)(F)F)n2)c2ccccc21 | 22 | -4% | 0% | -7% | 9% | 8% | 8%[46.1 µM] | -8% | -3% | 0% | -7%
CCOC(=O)[C@@H]1[C@H]2COc3ccc(Br)cc3[C@H]2N2C(=O)N(c3ccc(OC)cc3)C(=O)[C@]12C | 6 | 10% | 3% | -1% | -13% | 0% | 2% | -4% | / | -5% | 0%
CC1Cc2cc(S(=O)(=O)NCCC(=O)NCc3ccc(F)cc3)ccc2N1C(=O)C1CC1 (stereo not drawn) | -20 | 6% | 6% | -1% | -10% | 0% | 4% | -17% | 24% | 2% | -6%
CCOc1ccc(N(C(=O)c2snc(C(N)=O)c2N)C(C)C(=O)NC2CCCCC2)cc1 (stereo not drawn) | 59 | 3% | 0% | 83%[activator] | ? | ? | -55% | 3% | 1% | -8% | -5%
Cc1ccc(-n2c(Cl)c(Cl)nc(Cl)c2=O)cc1 | -95* | -9% | -4% | 11% | 6.5µM* | ? | -1%[46.1 µM] | ? | -17% | -1% | ?
CCC1(C)Cc2[nH]c(=O)c(C#N)cc2CO1 (stereo not drawn) | -2 | -15% | 1% | 1% | -16% | 2% | 1% | 13% | -6% | -3% | -2%
Cc1cc(OCc2ccc(C(=O)NN=C3CCCC3)cc2)ccc1Cl | 32 | -5% | 3% | -3% | ? | 2% | 4%[46.1 µM] | 8% | 8% | -1% | -7%
Nc1nc(N)c(N=Nc2ccc(C(=O)O)cc2)c(N)n1 | 19 | -28% | ? | -1% | -7% | ? | 6% | 8% | -6% | 1% | -1%
CCn1c(=O)c2cc(C(=O)N(C)c3cc(C)ccc3OC)sc2c2ccccc21 | -6 | 8% | 8% | -17% | -25% | -3% | -56% | ? | ? | -1% | 3%
CC(C)(C)c1ccc(C(CC(=O)O)NC(=O)Cc2ccc(Cl)cc2)cc1 (stereo not drawn) | 4 | 7% | 8% | 4% | 6% | 4% | 3% | -26% | 4% | -1% | 13%
O=C(CCNC(=O)c1ccccc1Cl)Nc1cc(S(=O)(=O)N2CCOCC2)ccc1N1CCCC1 | -6 | -4% | -4% | 3% | -6% | ? | -4% | -2% | 0% | -7% | -4%
COCCn1c(SCc2ccccc2F)nc2ccccc2c1=O | -9 | -1% | 7% | -4% | -15% | 12% | 4% | -9% | 11% | -5% | 0%
O=C(NCc1ccc2[nH]c3c(c2c1)CCCC3)N1CCOCC1 | 7 | 4% | 0% | / | ? | -2% | / | / | -2% | / | 0%
O=C(NCC1CCCO1)c1ccccc1NS(=O)(=O)c1ccc(F)cc1 (stereo not drawn) | -1 | -26% | 4% | 0% | 16% | 6% | -2% | 17% | 9% | -1% | -1%

Exported tab-delimited: part of the list above.
smiles	TSHR antag	Eya2 phos inh	A-T KAP1 phos	ASM inhibitor	ELG1 DNA repair	Chronic BCR inh	TCR activator	Integrin act MD	Mito fusion yeast	TSG101-PTAP inh	Tb PFK block
Cc1ccc(-n2c(Cl)c(Cl)nc(Cl)c2=O)cc1	-95*	-9%	-4%	11%	6.5µM*	?	-1%[46.1 µM]	?	-17%	-1%	?
CCOC(=O)[C@@H]1[C@H]2COc3ccc(Br)cc3[C@H]2N2C(=O)N(c3ccc(OC)cc3)C(=O)[C@]12C	6	10%	3%	-1%	-13%	0%	2%	-4%	/	-5%	0%
CCn1c(O)c(N=NC(=O)Cn2ccc(C(F)(F)F)n2)c2ccccc21	22	-4%	0%	-7%	9%	8%	8%[46.1 µM]	-8%	-3%	0%	-7%
Cc1cc(OCc2ccc(C(=O)NN=C3CCCC3)cc2)ccc1Cl	32	-5%	3%	-3%	?	2%	4%[46.1 µM]	8%	8%	-1%	-7%
CC(C)(C)c1ccc(C(CC(=O)O)NC(=O)Cc2ccc(Cl)cc2)cc1 (stereo not drawn)	4	7%	8%	4%	6%	4%	3%	-26%	4%	-1%	13%

New compounds follow
SMILES | TSHR antag | Eya2 phos inh | A-T KAP1 phos | ASM inhibitor | ELG1 DNA repair | Chronic BCR inh | TCR activator | Integrin act MD | Mito fusion yeast | TSG101-PTAP inh | Tb PFK block
O=C(Nc1ccc(Cl)cc1C(F)(F)F)c1ccc(Cl)cc1 | 5 | 12% | -11% | -6% | ? | ? | 0% | 0% | 4% | -4% | 2%
N#Cc1c(N)n[nH]c1CCCN | -7 | -21% | 1% | 6% | 7% | ? | 0% | -1% | -2% | -4% | -6%
Cc1nc(NC(=O)CSc2nnc(-c3ccc4c(c3)OCO4)o2)c(Cl)cc1Cl | 34 | 1% | 0% | 4% | ? | 5% | 2%[46.1 µM] | 21% | ? | -7% | 13%
Cc1cc(C)nc(SCNC(=O)c2ccc(Cl)cc2)n1 | 3 | 19% | 3% | -3% | ? | 4% | 2% | 0% | 1% | -6% | -9%
O=C(O)C1CCC(CN(Cc2cccc(Br)c2)C(=S)Nc2ccccc2F)CC1 (stereo not drawn) | 12 | 0% | 0% | 0% | 17% | 3% | 1% | 10% | 4% | -1% | -2%
CC(C)NC(=O)NC(=O)COc1c(F)c(F)cc(F)c1F | 2 | 9% | -1% | 1% | 16% | ? | 0% | -1% | 0% | -5% | -3%
FC(F)(F)c1ccc(Oc2ccc3c(C(F)(F)F)cc(C(F)(F)F)nc3n2)cc1 | -5 | -13% | 2% | -6% | 11% | 0% | 1% | 1% | 1% | -3% | 15%
COc1cccc(CNS(=O)(=O)c2cc(Br)cc3c2N(C(C)=O)C(C)C3)c1 (stereo not drawn) | 0 | -2% | 2% | -1% | -11% | ? | 3% | -17% | 1% | -1% | 1%
Cc1ccc(OCC(=O)NC2CCSc3ccccc32)cc1 (stereo not drawn) | 3 | -18% | -3% | -6% | ? | -12% | -4% | 14% | 8% | -2% | 0%
Cc1nc(N2CCN(c3ccccc3)CC2)nc2c1C(=O)CC(c1ccccc1)C2 (stereo not drawn) | 8 | 14% | 0% | -5% | -30% | ? | -3% | -13% | -1% | -3% | -1%
CCCCCCOC(=O)C[N+](C)(C)CCOC1CC2CCC1(C)C2(C)C (stereo not drawn) | 15 | -40% | 23% | -3% | ? | ? | -4% | -20% | -26% | -3% | -14%
Nc1cc(-c2ccc(Cl)cc2)nn1S(=O)(=O)c1cccc2nsnc12 | -11 | 3% | 9% | -18% | ? | ? | 5% | -21% | 5% | -3% | -4%
O=C(COc1ccc(Br)cc1)NCc1ccccn1 | -5 | 4% | / | 0% | 3% | ? | 3% | 0% | -2% | -2% | -8%
CCCCC12CN3CC(C)(CN(C1)C3c1ccc([N+](=O)[O-])o1)C2=O (stereo not drawn) | 27 | 13% | -3% | 5% | 1% | -1% | 1% | 4% | -5% | -7% | 1%
C=CCn1c(SCC(=O)Nc2ccccc2F)nc2ccccc2c1=O | 31 | -1% | 10% | -5% | -8% | 0% | -2% | -1% | 3% | -6% | 1%
O=C(CS(=O)CC(=O)N(c1ccccc1)C(C(=O)NC1CCCC1)c1cccs1)Nc1ccc(F)cc1 (stereo not drawn) | -1 | -26% | -4% | -1% | 8% | -3% | -7% | -3% | 2% | 1% | -2%
O=C(CSc1nnc(-c2ccco2)n1-c1ccccc1)NCCc1ccccc1 | 4 | -9% | 9% | 1% | -11% | 5% | 0% | 26% | -2% | -4% | 0%
CCCc1cc(=O)[nH]c(SCCCCN2C(=O)c3ccccc3C2=O)n1 | -2 | -12% | 4% | 0% | 10% | -1% | -3% | -34% | -1% | -11% | 1%
